FEN1 inh: inhibitors of human flap endonuclease 1; P39748; Recombinant FEN1 flap cleavage, fluorescence, 15 min; Potency, µM (doses to about 114 µM), inactives show at the top dose activity change, negative = inhibition, hits mostly inhibitors; 390,000 compounds, 0.35% hits; also: nearly all actives have a fitted effect of over 65% in size
Target sequence (P39748 whole entry, looked up): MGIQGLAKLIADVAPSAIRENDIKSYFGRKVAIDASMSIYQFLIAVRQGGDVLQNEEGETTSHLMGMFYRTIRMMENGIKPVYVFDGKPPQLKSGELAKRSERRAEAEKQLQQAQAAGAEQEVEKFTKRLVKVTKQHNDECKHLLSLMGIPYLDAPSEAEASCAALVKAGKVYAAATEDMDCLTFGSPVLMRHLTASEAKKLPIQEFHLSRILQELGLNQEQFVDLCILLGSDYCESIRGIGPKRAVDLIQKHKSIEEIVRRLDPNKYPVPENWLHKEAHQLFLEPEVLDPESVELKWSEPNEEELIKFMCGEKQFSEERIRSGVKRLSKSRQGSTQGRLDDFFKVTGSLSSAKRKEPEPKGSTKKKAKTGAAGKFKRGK
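Quantitative HTS format: each compound was titrated, incubated with 10 nM nuclease for 15 min at room temperature, then challenged with flap substrate at 50 nM final. Signal change over 15 min gave concentration–effect curves.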
N370S GC: inhibits or activates N370S mutant glucocerebrosidase; P04062; 330,000 compounds, 0.092% hits; N370S GC spleen homogenate, 4MU-glucoside fluorescence; Potency, µM (doses to about 59.4 µM), inactives show top-dose activity change, negative = inhibition, actives largely listed as inhibitors; AID 2101;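 also: 0% = full enzyme activity and -100% = no enzyme basal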
TDP1 inh: TDP1 (human) enzyme inhibition | Q9NUW8 | recombinant TDP1, AlphaScreen DNA substrate cleavage | Potency, µM (highest dose often 130 µM), for the others: top-dose activity change, negative = inhibition, actives largely listed as inhibitors | 350,000 compounds, 0.28% hits; also: nearly all actives have a fitted effect of over 40% in size
Target sequence (Q9NUW8 whole entry, looked up): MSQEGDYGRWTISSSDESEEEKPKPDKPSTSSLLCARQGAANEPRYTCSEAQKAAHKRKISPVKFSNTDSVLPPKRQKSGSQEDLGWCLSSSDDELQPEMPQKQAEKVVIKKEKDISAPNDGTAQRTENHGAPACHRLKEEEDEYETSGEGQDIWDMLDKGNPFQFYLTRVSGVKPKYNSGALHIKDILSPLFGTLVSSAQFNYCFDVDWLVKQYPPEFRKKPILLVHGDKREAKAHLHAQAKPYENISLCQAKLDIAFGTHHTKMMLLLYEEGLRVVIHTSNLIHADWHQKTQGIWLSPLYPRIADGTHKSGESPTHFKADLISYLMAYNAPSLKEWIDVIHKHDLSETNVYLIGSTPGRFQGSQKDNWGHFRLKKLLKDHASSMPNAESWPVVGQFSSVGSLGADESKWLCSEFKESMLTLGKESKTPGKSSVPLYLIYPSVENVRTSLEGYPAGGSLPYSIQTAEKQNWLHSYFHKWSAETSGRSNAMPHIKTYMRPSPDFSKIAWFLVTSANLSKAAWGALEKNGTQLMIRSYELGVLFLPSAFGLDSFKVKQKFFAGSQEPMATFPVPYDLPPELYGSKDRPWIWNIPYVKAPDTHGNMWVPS
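Signal: AlphaScreen proximity between streptavidin donor and anti-FITC acceptor beads on intact substrate. Reaction: Tdp1 1 nM, substrate 15 nM final, 5 min RT after 15 min compound preincubation.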
Active calls of the source: *; ? = inconclusive; nt = not tested or not shown; & = joins results of further samples; [ ] = another dose, or the depositor's remark. Calls follow the shape of the dose curve; as a rule, active = well fitted curve in the direction sought with a large enough effect; inconclusive = small, poorly fitted or top-dose-only effect, or another doubt; inactive = no such curve, though single readings can be large; an effect the other way counts as inactive or inconclusive. Unless noted, % is scaled to controls: 0 for no effect and ±100 for the full control effect; potency is read from the fitted curve at half-maximal effect.

canonical_smiles	FEN1 inh	N370S GC	TDP1 inh
COc1ccccc1OCc1ccc(C(=O)Nc2ccc(Cl)cn2)o1	11%	1%	-6%
COc1cc(NS(=O)(=O)c2ccc3ccccc3c2)c2ncccc2c1	-14%	?	3%&19%
Cc1cc(C)nc(SCc2ccc(C(=O)O)o2)n1	-4%	6%	0%
CCCCn1c(SCC(=O)c2ccc(O)c(O)c2)nc2ccsc2c1=O	7%	-14%	6%
N#C/C(=C\N1CCOCC1)c1ccccc1	-17%	18%	1%
c1ccc(Cn2nnc3c(NCc4ccc5c(c4)OCO5)nc(C4CC4)nc32)cc1	10%	3%	5%
COc1ccc(-c2cc(=O)c3ccc(F)cc3[nH]2)cc1	nt	-15%[89.1 µM]	6%[234 µM]
O=C(c1cccs1)N1CCCC(N2CCN(c3cccc(C(F)(F)F)c3)CC2)C1 (stereo not drawn)	-9%	-5%	4%
O=[N+]([O-])c1ccccc1CNC1CCCc2ccccc21 (stereo not drawn)	4%	5%	1%
Nc1c(-c2nc(-c3ccc(Cl)cc3)no2)nnn1-c1ccc(C(F)(F)F)c(Cl)c1	3%	nt	5%
COc1ccc(CCNC(=O)c2cc3sccc3n2Cc2ccc(Cl)cc2)cc1OC	4%	nt	4%
Nc1nc(COC(=O)C2CCN(C(=O)c3ccc(Cl)cc3)CC2)nc(Nc2ccccc2)n1	8%	nt	2%
O=C(COC(=O)c1cc(S(=O)(=O)N2CCOCC2)c(Cl)cc1Cl)NCc1ccco1	-6%	nt	-4%
COc1ccc(NC(=O)CN2C(=O)CSc3ccc(S(=O)(=O)N(C)C)cc32)cc1OC	12%	nt	0%
O=c1c2ccccc2c(C=Nc2cccc(S(=O)(=O)NCc3ccco3)c2)c(O)n1-c1ccc(Cl)cn1	-9%	14%	8%
Cc1nnc(NC(=O)CCC(=O)NCc2ccco2)s1	-1%	?	-5%
Cn1c(Cc2ccccc2)nnc1SCC(=O)N1CCCCC1	-2%	4%	4%[56.1 µM]
Cc1cccc(N2CCN(C(=O)c3cnn(-c4ccccc4Cl)c3C3CCN(C(=O)OC(C)(C)C)CC3)CC2C)c1 (stereo not drawn)	-13%	nt	3%
CCC(C)(C)NC(=O)C(c1ccc(OC)cc1)N(Cc1ccc(OC)cc1)C(=O)CCC(=O)Nc1cc(C)on1 (stereo not drawn)	-3%	-10%	5%
CC(=O)Nc1c(C(=O)C2CC2)oc2ccccc12	5%	4%	-8%
O=C(CNC(=O)c1ccc(F)cc1)OCc1cc(=O)n2nc(C3CCCCC3)sc2n1	2%	nt	1%
O=C(O)CCc1ccc(-c2ccc(F)cc2)n1CC1CCCO1 (stereo not drawn)	-15%	-4%	3%
CCOc1cc(/C=N/NC(=O)c2c(-c3ccccc3)noc2C)ccc1O	-3%	2%	1%
Cc1coc2c(C)c3oc(=O)c(CCC(=O)N4C[C@H]5C[C@@H](C4)c4cccc(=O)n4C5)c(C)c3cc12	9%	-3%	nt
CC(=O)/C(=C/c1ccc(N(C)C)cc1)C(=O)c1ccccc1	0%	-4%	8%
Cc1ccc(NC(=O)Cn2c(=O)n(Cc3nc(C)no3)c(=O)c3cc4c(cc32)OCO4)c(Cl)c1	5%	nt	6%
CCc1ccc(OCC(=O)NNC(=O)c2cc3ccccc3o2)cc1	2%	0%	3%
CCCCCCCCCC(=O)O[C@H](CC(=O)O)C[N+](C)(C)C	nt	-14%	12%[56.1 µM]
COc1cc(OC)cc(C(=O)N[C@H](C(=O)NCc2ccc(F)cc2)C(C)C)c1	8%	-4%	nt
COc1ccccc1N1CCN(C(=O)c2ccc3c(=O)n(Cc4ccc5c(c4)OCO5)c(=O)[nH]c3c2)CC1	12%	-2%	7%
COCCNC(=S)N1CCc2cc(OC)c(OC)cc2C1COc1ccc(C(C)C)cc1 (stereo not drawn)	-11%	3%	7%
O=C(COC(=O)/C=C/c1ccccc1Cl)NC(=O)NC1CCCC1	-16%	-3%	-3%[0.505 µM]
Brc1cccc(CN2CCN(c3ncccn3)CC2)c1	-11%	-6%	nt
O=C(Nc1ccn(Cc2ccccc2)n1)c1n[nH]c([N+](=O)[O-])c1Cl	-2%	12%	5%
CN(c1ccc(C(=O)NCc2cccnc2)cc1)S(=O)(=O)c1ccc(Cl)cc1	-2%	-9%	1%
CCCCNc1c(-c2ccc(SC3CCCCC3)c(OC)c2)nc2ccc(C)cn12	-30%	nt	4%
N#C/C(=N\Nc1cccc([N+](=O)[O-])c1)C(=O)c1ccc(Br)cc1	-28%	-8%	11%
COCCN(CCOC)C(=O)CCn1c(=O)oc2ccccc21	-1%	2%	2%
Cc1nn(Cc2ccccc2Cl)c(Cl)c1C(=O)NCCc1ccccc1	-13%	10%	3%
COCCn1c(C)cc(C(=O)COC(=O)c2ccc[nH]c2=O)c1C	-6%	0%	-2%
O=C(NCC(=O)N1CCCCC1)c1ccc(Br)o1	-1%	-4%	4%
Cc1cc(C)nc(NS(=O)(=O)c2ccc(NC(=O)C3(c4ccc([N+](=O)[O-])cc4)CCCC3)cc2)n1	-19%	1%	1%
Brc1cc2c(cc1Br)OCCOCCOCCOCCO2	2%	-7%	-1%
CN(C)C(=S)NC(=O)c1cccc(Cl)c1	0%	-1%	8%
c1csc(CNc2ncnc3nc[nH]c23)c1	-18%&-3%&4%	3%	0%
Cc1ccc(N2CC(NC(=O)c3ccc(Br)o3)CC2=O)cc1C (stereo not drawn)	-6%	nt	-3%
Cc1c(Cl)cccc1NC(=O)Cn1cccc1	-2%	-8%	4%
CCOc1ccc(S(=O)(=O)N(C)CC(=O)NCc2ccc3c(c2)OCO3)cc1	7%	-5%	nt
Cc1nn(Cc2c(F)c(F)c(F)c(F)c2F)c(C)c1NC(=O)c1c([N+](=O)[O-])c(C)nn1C	-4%	-4%	2%
CCOCCn1ccc2c(OCC(=O)Nc3cc(OC)ccc3OC)cccc2c1=O	-13%	9%	0%
CC(C)(C)SCCNC(=O)CN(c1ccc(F)cc1)S(C)(=O)=O	-14%	8%	0%
CCNC(=S)Nc1ccccc1-c1ccccc1	-4%	1%	0%
O=C(CSc1n[nH]c(-c2ccccc2)n1)Nc1ncccn1	1%	-1%	-3%
COc1ccc(NC(=O)Nn2cnnc2)cc1OC	?	-2%	1%
O=c1c2c(-c3ccccc3)csc2ncn1/N=C/c1cccc([N+](=O)[O-])c1O	6%	-5%	7%
CC1(NC(=S)N(CCO)CCO)CCS(=O)(=O)C1 (stereo not drawn)	8%	10%	3%
COc1ccc(NC(=O)CSCC(=O)N2c3ccccc3CCc3ccccc32)cc1	5%	20%	3%
CCCn1c(SCC(=O)Nc2ccccc2C(=O)OC)nc2c1c(=O)n(C)c(=O)n2C	-1%	4%	-1%
CCc1nnc(NC(=O)CSc2nc(C)nc3c2c(=O)n(C)c(=O)n3C)s1	-9%	-9%	1%
C/C(=N\N=C1\NC(=O)CS1)c1cccs1	-6%	-19%	8%

6 successive records out of the list so far:
canonical_smiles	FEN1 inh	N370S GC	TDP1 inh
COCCNC(=S)N1CCc2cc(OC)c(OC)cc2C1COc1ccc(C(C)C)cc1 (stereo not drawn)	-11%	3%	7%
O=C(COC(=O)/C=C/c1ccccc1Cl)NC(=O)NC1CCCC1	-16%	-3%	-3%[0.505 µM]
Brc1cccc(CN2CCN(c3ncccn3)CC2)c1	-11%	-6%	nt
O=C(Nc1ccn(Cc2ccccc2)n1)c1n[nH]c([N+](=O)[O-])c1Cl	-2%	12%	5%
CN(c1ccc(C(=O)NCc2cccnc2)cc1)S(=O)(=O)c1ccc(Cl)cc1	-2%	-9%	1%
CCCCNc1c(-c2ccc(SC3CCCCC3)c(OC)c2)nc2ccc(C)cn12	-30%	nt	4%

New compounds follow.
canonical_smiles	FEN1 inh	N370S GC	TDP1 inh
O=C(Nc1ccc(Cl)c(S(=O)(=O)N2CCOCC2)c1)C1CCC1	2%	nt	-2%[56.1 µM]
COC(=O)c1cccc(N(C(=O)CNC(=O)c2cccs2)C(C(=O)NCC2CCCO2)c2ccc(OC)c(OC)c2)c1 (stereo not drawn)	2%	0%	1%
COC(=O)c1ccc(Cn2c(O)c(N=O)c3ccccc32)o1	-11%	0%	-3%
COc1ccccc1-c1ccc(SCc2ccc(C)cc2)nn1	-10%	-6%	-6%
CCOC(=O)c1c(NC(=O)COc2cc(C)ccc2C(C)C)sc(C)c1C	-19%	nt	-3%[12.3 µM]
CN(CCCN1c2ccccc2CCc2ccccc21)CC(=O)c1ccc(Cl)cc1	nt	-6%	18%
N#CCSc1nc2c(c(C3CC=CCC3)c1C#N)CCC2 (stereo not drawn)	?	?	2%
S=C(Nc1cccnc1)N1CCc2ccccc21	5%	-5%	nt
Cn1c2c(c(=O)n(C)c1=O)C(c1ccccc1Cl)CC(=O)N2 (stereo not drawn)	-15%	1%	3%
Cc1nn(CC(=O)Nc2ccc(N3CCOCC3)cc2)c(C)c1Cl	-1%	-13%	4%
Cc1cc(F)ccc1NC(=O)CCS(=O)(=O)c1cc2c(cc1C)NC(=O)CO2	2%	nt	-4%
COc1ccc(/C=C\c2onc(C)c2S(=O)(=O)N2CCC(C(=O)NCCC(C)C)CC2)cc1	10%	3%	9%
Cc1[nH]c(C)c(S(=O)(=O)N2CCN(c3ccccc3)CC2)c1C(=O)N1CCCC1	20%	-6%	3%
COC(=O)CNC(=O)COC(=O)c1cc(F)c(F)cc1Cl	1%	14%	2%
O=C(c1ccco1)N1CCN(S(=O)(=O)c2ccccc2[N+](=O)[O-])CC1	-4%	-14%	-1%
COc1ccc(C(=O)NCC(c2cccnc2)N2CCN(c3ccc(F)cc3)CC2)cc1OC (stereo not drawn)	3%	-1%	-3%
O=C(COC(=O)c1cccnc1Cl)c1ccc2c(c1)OCCO2	17%	7%	6%
O=c1cc[nH]c2c1ccc1cccnc12	10%	5%	0%
COc1cccc(CNC(=O)CN2C(=O)c3ccccc3S2(=O)=O)c1	1%	-17%	0%
CC(=O)N1N=C(c2ccc(Cl)cc2)CC1c1ccco1 (stereo not drawn)	0%	-20%	nt
O=C(NCCS(=O)(=O)N1CCN(c2ccccc2F)CC1)c1ccc2c(c1)OCO2	1%	-3%	nt
N[C@@H](Cc1c[nH]c2ccccc12)C(=O)O	-5%[57.1 µM]	0%&-1%	11%[56.1 µM]
Cc1nn(-c2ccc(C(=O)O)cc2)c2c1C(=O)CC(C)(C)C2	11%	6%	nt
Cc1cc(NC(=O)CSc2nnc(-c3ccc(O)cc3)o2)no1	-6%	-7%	1%
CCc1c(C)sc(NC(=O)Cc2ccccc2OC)c1C(=O)N1CCOCC1	17%	-1%	1%
O=C1CSC(c2ccc(Cl)cc2)N1 (stereo not drawn)	14%	2%	-1%
CCn1ccc2cc(S(=O)(=O)N3CCCN(C(=O)NCC(=O)OC)CC3)ccc21	0%	nt	5%
COc1ccc(Br)cc1S(=O)(=O)NCCCN1CCOCC1	24%	2%	8%
COc1ccc(OC)c(/C=C/C(=O)OCC(=O)NCc2ccco2)c1	-5%	nt	2%
Cc1c(C(=O)c2ccc(Cl)c(Cl)c2)cnc2cc3c(cc12)OCO3	-20%	13%	2%

Compound profiles (already shown):
Profile of N[C@@H](Cc1c[nH]c2ccccc12)C(=O)O → FEN1 inh = -5%[57.1 µM]; N370S GC = 0%&-1%; TDP1 inh = 11%[56.1 µM]
Profile of COC(=O)c1ccc(Cn2c(O)c(N=O)c3ccccc32)o1 → FEN1 inh = -11%; N370S GC = 0%; TDP1 inh = -3%

Going on with the list.
Below each SMILES: FEN1 inh, N370S GC, TDP1 inh
- CC(C)c1ccc(NC(=S)NN2CCN(C)CC2)cc1
 : ?, 5%, 3%
- N#Cc1ccccc1S(=O)(=O)N1CCN(CC(=O)NC(=O)NC2CCCCC2)CC1
 : 1%, -1%, -4%
- Cc1ccc2cc(C#N)c(N3CCN(C(=O)c4ccccc4)CC3)nc2c1
 : -7%, -9%, -6%
- COc1ccc(CNC(=O)[C@H](C)[C@H]2C[C@]2(C)[C@H](NC(=O)OCc2ccccc2)c2ccccc2)cc1OC
 : nt, -8%, 7%
- CCC1(c2ccc(Cl)cc2)NC(=S)N(c2ccccc2)N1 (stereo not drawn)
 : 8%, 12%, 3%
- CN(C(=O)CSc1nc(-c2ccccc2)no1)c1ccc(F)cc1
 : -6%, nt, -5%
- Cc1cccc2sc(NC(=O)C3CCCN(S(=O)(=O)c4cccc5nonc45)C3)nc12 (stereo not drawn)
 : 1%, 7%, 0%
- CCc1ccc(C(C)NC(=O)COC(=O)c2ccc(-n3cnnn3)cc2)cc1 (stereo not drawn)
 : -1%, nt, 0%

Screening data from PubChem.
